HBB splicing: modulators of hemoglobin beta chain splicing. HBB splicing reporter cell assay, activation; EGFP reporter with mutant IVS2-654 intron; response scale: normalised to 500 nM splice-correcting PNA. Potency, µM (highest dose often 46.1 µM), inactives show at the top dose activation, most hits filed as activators. 65,000 compounds, 0.06% hits. AID 925; also: potency is read from the fitted curve at half-maximal effect; 0% is about no effect
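HeLa cells stably expressing EGFP interrupted by mutant beta-globin intron 2 (IVS2-654), 500/well in 2% FCS. Treated with compound for 2 days at 37C. Splicing correction scored as total well GFP intensity (488 nm excitation, 500-520 nm emission); 500 nM antisense PNA served as control.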
GFP derepression: epigenetic modulators derepressing GFP locus in mouse cells. mouse C127i GFP locus derepression, cytometry, 30 h. Potency, µM (top dose mostly 46.1 µM), for inactives: at the top dose GFP derepression (activation). 68,000 compounds, 0.09% hits; also: % of control where 0% means no effect
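Derepression screen: silenced CMV-GFP reporter in murine C127i cells, 30 h compound incubation at 37 C, washed cells imaged by laser-scanning cytometer to enumerate GFP-expressing objects of 20 to 120 um.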
BRCT PPI red: disrupts BRCA1 BRCT binding to phosphoprotein, red fluorophore readout; Potency, µM (titrated, usually from 76.9 µM), for the others: top-dose activity change, negative = inhibition, actives largely listed as inhibitors; AID 892; 75,000 compounds, 0.03% hits; BRCT-phosphopeptide binding, red fluorescence polarization; P38398; also: % is scaled to controls: 0 for no effect and ±100 for the full control effect
Target sequence (P38398 whole entry, looked up): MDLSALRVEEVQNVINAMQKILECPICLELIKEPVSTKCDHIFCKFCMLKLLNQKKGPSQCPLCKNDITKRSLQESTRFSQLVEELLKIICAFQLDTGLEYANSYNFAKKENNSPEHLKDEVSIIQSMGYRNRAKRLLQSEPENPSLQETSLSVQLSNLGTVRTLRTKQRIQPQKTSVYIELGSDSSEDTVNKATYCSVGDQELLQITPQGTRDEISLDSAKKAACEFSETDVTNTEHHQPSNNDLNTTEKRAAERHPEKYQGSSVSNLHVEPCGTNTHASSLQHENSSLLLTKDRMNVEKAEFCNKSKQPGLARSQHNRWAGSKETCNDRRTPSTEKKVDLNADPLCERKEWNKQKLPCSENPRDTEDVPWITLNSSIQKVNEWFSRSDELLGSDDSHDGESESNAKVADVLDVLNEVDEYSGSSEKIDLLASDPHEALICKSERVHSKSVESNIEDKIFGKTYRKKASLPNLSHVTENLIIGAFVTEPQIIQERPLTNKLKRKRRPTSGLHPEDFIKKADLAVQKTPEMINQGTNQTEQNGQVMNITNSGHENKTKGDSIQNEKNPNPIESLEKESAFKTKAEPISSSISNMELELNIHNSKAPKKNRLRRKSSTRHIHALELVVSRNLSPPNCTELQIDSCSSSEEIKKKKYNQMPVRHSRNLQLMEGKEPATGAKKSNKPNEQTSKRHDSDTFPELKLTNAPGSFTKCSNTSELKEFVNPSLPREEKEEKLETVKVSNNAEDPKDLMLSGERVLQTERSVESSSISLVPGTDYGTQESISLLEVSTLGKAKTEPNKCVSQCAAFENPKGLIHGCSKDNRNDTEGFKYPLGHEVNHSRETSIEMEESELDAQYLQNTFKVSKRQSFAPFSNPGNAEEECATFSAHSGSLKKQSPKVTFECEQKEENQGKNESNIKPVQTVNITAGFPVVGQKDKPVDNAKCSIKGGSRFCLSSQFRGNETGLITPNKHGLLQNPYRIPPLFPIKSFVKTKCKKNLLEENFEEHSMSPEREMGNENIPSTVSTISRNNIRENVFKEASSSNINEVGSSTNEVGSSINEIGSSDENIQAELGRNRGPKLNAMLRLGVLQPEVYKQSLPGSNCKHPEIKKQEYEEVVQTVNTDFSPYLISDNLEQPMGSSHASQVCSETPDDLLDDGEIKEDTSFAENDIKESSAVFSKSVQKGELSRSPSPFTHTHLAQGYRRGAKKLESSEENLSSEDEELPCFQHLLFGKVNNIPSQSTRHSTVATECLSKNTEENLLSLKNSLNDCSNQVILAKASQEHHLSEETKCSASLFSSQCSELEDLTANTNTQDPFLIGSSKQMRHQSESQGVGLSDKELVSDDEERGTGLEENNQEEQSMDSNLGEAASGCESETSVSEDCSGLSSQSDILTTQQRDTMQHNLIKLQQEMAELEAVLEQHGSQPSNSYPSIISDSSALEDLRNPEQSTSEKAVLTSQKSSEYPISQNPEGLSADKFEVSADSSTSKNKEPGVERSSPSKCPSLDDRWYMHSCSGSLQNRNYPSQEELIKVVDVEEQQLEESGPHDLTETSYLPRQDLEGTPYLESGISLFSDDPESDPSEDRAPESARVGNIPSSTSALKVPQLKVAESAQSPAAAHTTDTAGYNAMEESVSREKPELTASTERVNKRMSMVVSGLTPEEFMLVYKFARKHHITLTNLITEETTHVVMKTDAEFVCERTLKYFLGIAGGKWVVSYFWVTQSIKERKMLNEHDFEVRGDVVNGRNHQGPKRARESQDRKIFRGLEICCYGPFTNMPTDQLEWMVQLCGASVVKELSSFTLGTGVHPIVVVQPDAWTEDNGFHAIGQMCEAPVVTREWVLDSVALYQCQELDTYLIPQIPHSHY
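Rhodamine-labelled pBACH1 10-mer (100 nM) bound to BRCT domain (100 nM) at pH 7.3; compounds incubated 12 min room temperature, polarization read. Free peptide defines full inhibition; unlabelled decapeptide titrated as control.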
15-hLO inh: blocks human 15-lipoxygenase activity; purified 15hLO-1, xylenol orange hydroperoxide absorbance; Potency, µM (series often up to 57.1 µM), for the others: top-dose activity change, negative = inhibition, actives largely listed as inhibitors; P16050; 74,000 compounds, 1.4% hits; also: potency is read from the fitted curve at half-maximal effect; % is scaled to controls: 0 for no effect and ±100 for the full control effect; nearly all actives have a fitted effect of over 55% in size
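Inhibition is scored from a chromogenic endpoint. After 15 min enzyme-compound contact, arachidonic acid (50 uM final) reacts 6 min with 40 nM 15hLO-1 at room temperature, then Fe-XO reagent is added for 30 min and absorbance ratio recorded.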
BRCT PPI green: inhibitors of human BRCA1 BRCT-phosphoprotein interaction (green fluorophore); P38398; BRCA1 BRCT-phosphopeptide binding, green fluorescence polarization; Potency, µM (highest dose often 76.9 µM), without a hit: top-dose activity change, negative = inhibition, most hits filed as inhibitors; 75,000 compounds, 0.05% hits; AID 875;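 also: potency is read from the fitted curve at half-maximal effect; plate controls were peptide without protein for full effect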
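Fluorescence polarization: His-tagged BRCT (~35 kDa BRCA1 C-terminus, 250 nM) bound to 100 nM fluorescein-labeled phosphorylated 10-aa BACH1 peptide, pH 7.3 phosphate buffer with DTT and Tween 20. Compounds incubated 12 min at room temperature; inhibition read as lowered polarization.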
Hsp90 Hop PPI: changes Hsp90-Hop TPR2A binding signal, up or down | Potency, µM (highest dose often 57 µM), for the others: at the top dose activity change, negative = inhibition | AlphaScreen TPR2A-His6 binding biotin-Hsp90 C-terminal peptide | 71,000 compounds, 0.44% hits; active = well fitted curve in either direction with a large enough effect; inconclusive = small, poorly fitted or top-dose-only effect, or another doubt; also: potency is read from the fitted curve at half-maximal effect; % is scaled to controls: 0 for no effect and ±100 for the full control effect; many of its hits are not listed in these tables
A350 autofl: compound fluoresces in the Alexa 350 spectral region; Compound autofluorescence, 340/450 nm, Alexa 350 dye-equivalents; active compounds read high; max dye-equivalent concentration, M; 59,000 compounds, 11% hits; in the data active = max dye-equivalent concentration above about 10 nM; inconclusive = mostly about 1.1 nM to 9.6 nM
CRE Fsk mod: modulators of forskolin-stimulated CRE signaling in CHO cells; AID 662; CHO CRE-bla reporter (cAMP response element driving beta-lactamase), forskolin EC10, beta-lactamase ratio; Potency, µM (top dose mostly 38.2 µM), for inactives: at the top dose activity change, negative = inhibition, usual class: activators; 71,000 compounds, 2.5% hits; active = well fitted activation curve with a large enough effect in the signal ratio, with a control signal flat, not every such curve was filed as active; inconclusive = small, poorly fitted or top-dose-only effect, or effect the other way, or a change in a side signal; the % refers to the signal ratio; also: potency is read from the fitted curve at half-maximal effect; % of control where 0% means no effect
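Cells were plated overnight at 37 °C, exposed to compound titrations plus EC10 NKH 477 for 3 h, then given CCF4 dye for 2 h at room temperature. Blue/green (460/530 nm) ratio was converted to %Activity and AC50 values calculated.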
Pol III holo inh: DNA polymerase III holoenzyme inhibition. reconstituted DNA polymerase III holoenzyme replication, biochemical. Potency, µM (titrated, usually from 57.1 µM), without a hit: top-dose activity change, negative = inhibition. 71,000 compounds, 0.25% hits. AID 603; also: potency is read from the fitted curve at half-maximal effect; % is scaled to controls: 0 for no effect and ±100 for the full control effect
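Reconstituted *E. coli* holoenzyme (0.35 nM Pol III, 1 nM beta, 154 nM SSB, 2 nM primase) was preincubated with compound for 15 min at RT. Synthesis on 1.4 nM ssM13Gori ran 35 min, then was stopped with PicoGreen/EDTA and read as dsDNA fluorescence.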
UbGFP stabilizer: proteasome inhibitors stabilizing ubiquitin-GFP reporter | Ubiquitin-GFP reporter cells, proteasome inhibition, GFP fluorescence; response scale: untreated = 0%, 10 µM MG-132 = 100% | Potency, µM (series often up to 45.9 µM), for inactives: at the top dose activation (GFP accumulation), actives largely listed as activators | 67,000 tested, under 10 active; active = well fitted activation curve with a large enough effect, not every such curve was filed as active; inconclusive = small, poorly fitted or top-dose-only effect, or another doubt; inactive = no such curve, though single readings can be large or run the other way; also: potency is read from the fitted curve at half-maximal effect
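GFP accumulation read-out: laser plate cytometry counting ubiquitin(G76V)-GFP-expressing U2OS cells after 4 hr compound exposure at 37 °C. Titrations spanned 46 uM to 2.9 nM; 0% = basal, 100% = 10 uM MG-132; concentration-response curves fitted.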
4MU fluor: compounds fluorescent in 4-MU spectral region; compound autofluorescence, 340/450 nm, 4-MU equivalents; active compounds read high; max dye-equivalent concentration, M; 59,000 compounds, 11% hits; AID 589; in the data active = max dye-equivalent concentration above about 10 nM; inconclusive = mostly about 1.1 nM to 9.6 nM
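Intrinsic fluorescence at 340/450 nm (ex/em) was read after 15 min at room temperature in pH 8.0, 100 mM Tris. Each compound concentration expressed as 4-MU-equivalent concentration from a six-point 4-MU standard series on each plate.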
An asterisk follows results filed as active; i = inactive; ? = inconclusive; . = no result given; [ ] = another dose, or the depositor's remark. Unless noted, calls follow the shape of the dose curve; as a rule, active = well fitted curve in the direction sought with a large enough effect; inconclusive = small, poorly fitted or top-dose-only effect, or another doubt; inactive = no such curve, though single readings can be large; an effect the other way counts as inactive or inconclusive.

SMILES	HBB splicing	GFP derepression	BRCT PPI red	15-hLO inh	BRCT PPI green	Hsp90 Hop PPI	A350 autofl	CRE Fsk mod	Pol III holo inh	UbGFP stabilizer	4MU fluor
CCOC(=O)Nc1ccc(NC(=O)c2c(OC)cccc2OC)cc1	-0.3%	-2%	0.5%	-4%	-2.5%	-1%	i	-7%	-6%	0%	i
Cc1nc(NC(=O)CN2CCOCC2)sc1-c1ccccc1	-0.3%[57.5 µM]	6%	-1.2%	11%	-0.9%	2%	i	10%	-3%	-3%	i
Cc1cc(NCCN2CCOCC2)n2ncc(-c3ccccc3)c2n1	4.4%[1.84 µM]	0%	0.5%	9%	-0.4%	2%	?	?	-1%	-1%	3.8e-08M*
Cc1ccc(S(=O)(=O)N2C(=S)SCC2(C)C)cc1	0.0%	0%	-1.6%	-10%	1.0%	3%	.	-7%	-10%	-3%	.
CCN(CC)Cc1c[nH]c2c(C(=O)OC)cccc12	-0.1%	0%	0.8%	-5%	-2.1%	1%	.	-6%	0%	15%	.
Cc1cccc(C2CC(c3ccc(Cl)cc3)Nc3nc(N)nn32)c1 (configuration not stated)	-0.2%	.	-1.8%	21%	-0.9%	-3%[2.3 µM]	.	-9%	-5%	-5%	.
CCc1ccc(NC(=O)CCn2c(=O)oc3ccccc32)cc1	-0.3%	2%	-0.9%	-2%	-1.1%	5%	i	2%	-9%	-2%	i
O=C(NCc1ccc2c(c1)OCO2)c1nnc(Cc2ccc(Cl)cc2)o1	0.8%	-2%	0.2%	2%	-0.9%	-1%	.	0%	0%	-6%	.
CCCC(=O)c1cc(F)c(N2CCOCC2)cc1C	.	0%	-0.2%	3%	-1.4%	12%	i	15%	2%	-8%	i
CCCOc1ccc(N2C(=O)CC(NCc3ccncc3)C2=O)cc1 (configuration not stated)	0.0%	0%	-0.4%	-6%	-2.4%	-6%	i	-11%	1%	6%	i
Cc1ccc(OCCn2ccc(=O)[nH]c2=O)cc1C	-0.3%	4%	-0.3%	3%	-1.2%	0%	i	0%	0%	2%	i
CC(C)NC(=O)[C@@H]1C[C@H]1[C@@H](NC(=O)OCc1ccccc1)c1ccccc1	2.0%	.	1.8%	0%	-1.9%	3%	.	-10%	-8%	.	.
Nc1nc(CC(=O)O)cs1	0.3%	.	0.9%	-5%	0.4%	1%	.	-7%	-5%	.	.
O=C(c1ccc2ccccc2n1)N1CCN(c2ccccc2)CC1	-1.2%	0%	-0.4%	2%	-1.9%	-4%	i	-9%	-1%	-6%	i
COc1ccc(OC)c(S(=O)(=O)NCCc2ccccc2)c1	.	-3%	0.0%	-2%	0.5%	-1%	i	-1%	-2%	-3%	i
Nc1ccn([C@@H]2O[C@@H](CO)[C@@H](O)[C@H]2O)c(=O)n1	1.4%	-1%	-2.1%	7%	2.9%	-10%	i	2%	2%	10%	i
Cc1ccc(-c2ccc(=O)n(CC(=O)NCCCN3CCCCC3)n2)cc1	-1.3%	1%	1.5%	-1%	-1.8%	-11%	i	-12%	-6%	10%	i
O=C(CSc1nc2ccccc2o1)Nc1nc2ccccc2s1	.	1%	-0.4%	-1%	-0.3%	-2%	i	-1%	7%	0%	i
COc1cccc(-n2c(SCC(=O)NC(C)(C)C)nnc2-c2ccoc2C)c1	.	-2%	-2.5%	-4%	-0.1%	-1%	i	1%	-4%	-2%	i
CCOC(=O)COc1cc2c(C(=O)OCC)c(C)oc2cc1Br	3.5%	8%	0.5%	1%	-1.3%	14%	.	21%	2%	17%	.
O=C(O)c1c2c(c(O)c3c1CN(C1CCCCC1)CO3)OCN(C1CCCCC1)C2	2.5%[9.22 µM]	-3%[9.22 µM]	-1.0%[15.4 µM]	-9%[11.4 µM]	-1.3%[15.4 µM]	?	i	-3%[7.6 µM]	-22%[11.4 µM]	-9%[9.17 µM]	i
O=C(NCC1CCCO1)c1cc2ccccc2[nH]1 (configuration not stated)	-2.6%	3%	1.2%	-4%	-0.8%	-3%	i	7%	-2%	-5%	i
COc1ccc(NC(=O)c2ccco2)cc1NC(=O)c1ccc(C)cc1	.	-1%	1.0%	-6%	-0.2%	-9%	i	8%	-1%	-1%	i
O=C(NCC1COCCO1)C1CCN(S(=O)(=O)c2ccccc2)CC1 (configuration not stated)	0.2%[57.5 µM]	2%	1.4%	-8%	-1.9%	-2%	i	-3%	0%	-2%	i
Cc1ccc(C(=O)c2cncc(Br)c2)cc1	-2.6%	-3%	0.4%	-1%	-1.6%	2%	i	-16%	-1%	5%	i
CNc1nc(N)c(C(=O)C(C)(C)C)s1	0.4%	0%	1.0%	-4%	-1.7%	-8%	i	14%	-6%	1%	i
CN1C(=O)c2oc3ccccc3c(=O)c2C1c1ccccn1 (configuration not stated)	-1.4%	0%	0.0%	-5%	-1.2%	-3%	i	?	1%	5%	i
Nc1nc2ccc(C(=O)NC3CCCCC3)cc2s1	.	0%	-0.2%	-4%	-1.5%	-5%	i	4%	1%	-1%	i
CCCS(=O)(=O)N1CCCC(C(=O)NCCCOC(C)C)C1 (configuration not stated)	0.0%	0%	-0.5%	2%	-1.9%	10%	i	-8%	0%	-3%	i
CCOc1ccc(C2=Nn3c(nnc3-c3ccc(OC)cc3)SC2)cc1	1.1%[57.5 µM]	-2%	-0.3%	-27%	1.5%	-9%	i	13µM*	-8%	-1%	i
COC(=O)CN(c1cccc(C(C)=O)c1)S(C)(=O)=O	-0.3%	-2%	-0.6%	5%	-1.1%	1%	i	5%	-9%	-4%	i
CCc1nc2scc(-c3ccccc3)c2c(=O)n1N	-0.3%[57.5 µM]	0%	-0.7%	20µM*	0.0%	-2%	i	?	-3%	0%	i
CCc1nc(SCC(=O)N2CCc3ccccc32)c2oc3ccccc3c2n1	2.5%[0.369 µM]	2%	-2.1%	11%	-3.6%	-4%	i	2%	-3%	-5%	i
CC1(C(=O)NC2CCCC2)CCC(=O)N1Cc1ccc2c(c1)OCO2 (configuration not stated)	-2.3%[57.5 µM]	0%	0.5%	8%	-1.3%	-5%	?	0%	3%	-3%	?
COc1ccc(CN2CCN(c3cccc(C)c3C)CC2)cc1OC	1.1%	0%	-0.7%	?	-1.1%	?	.	-3%	-2%	3%	.
O=[N+]([O-])c1cc(N(CCO)CCO)ccc1NCCO	-0.5%	.	1.6%	-21%	1.3%	-21%	.	7%	-2%	.	.
N#Cc1nc(COc2ccc(F)cc2)oc1N1CCC(Cc2ccccc2)CC1	-2.2%	-3%	-0.6%	-10%	-2.0%	?	i	?	-15%	17%	i
COc1ccc(-c2noc(COc3ccc4ccccc4c3Br)n2)cc1OC	3.5%[57.5 µM]	2%	0.9%	1%	3.0%	-3%	?	5%	-7%	-3%	i
Cc1ccc(S(=O)(=O)NCCC(=O)NCCN2CCCCCC2)cc1	-1.5%[57.5 µM]	4%	1.0%	0%	-1.0%	-10%	?	12%	-2%	3%	?
CCn1nnnc1SCC(=O)Nc1ccc(OCc2ccccc2)cc1	.	-2%	-0.6%	-2%	-0.8%	-2%	i	-1%	-1%	1%	i
Cc1cn(-c2ccc(Br)cc2)[nH]c1=O	2.7%	4%	0.0%	-13%	-0.1%	-2%	i	1%	-4%	7%	i
COc1cc(C)nc(Oc2ccc(OCc3ccccc3)nn2)n1	0.5%	1%	0.9%	8%	0.6%	2%	.	8%	-5%	-9%	.
Cc1ccc(C(=O)CCNc2ccccc2)o1	0.7%	-1%	0.2%	10%	0.5%	-5%	i	-3%	-5%	-5%	i
CCCN1Cc2cccc(C(=O)N3CCN(c4cc(Cl)ccc4C)CC3)c2C1=O	-0.2%	0%	-1.5%	1%	-5.3%	2%	.	-3%	-3%	3%	.
CCOC(=O)C1CCN(C(=O)C2c3ccccc3C(=O)N(C)C2c2ccc(OC)cc2)CC1 (configuration not stated)	-0.6%	3%	0.0%	-5%	0.4%	-5%	i	4%	-3%	-5%	i
Cc1sc2ncnc(SCc3ccco3)c2c1C	-0.4%[57.5 µM]	-2%	0.1%	-2%	0.3%	?	i	25%	5%	0%	i

Taken from above:
For BRCT PPI green, `CC1(C(=O)NC2CCCC2)CCC(=O)N1Cc1ccc2c(c1)OCO2` (configuration not stated) shows -1.3%
For Hsp90 Hop PPI, `CCOC(=O)C1CCN(C(=O)C2c3ccccc3C(=O)N(C)C2c2ccc(OC)cc2)CC1` (configuration not stated) shows -5%

Assay outcomes (PubChem BioAssay)
